B2AR arrestin: recruits beta-arrestin to the human beta2-adrenergic receptor | P07550 | beta-arrestin recruitment to beta2AR, cell-based reporter | Potency, µM (titrated, usually from 46.1 µM), inactives show at the top dose activation, usual class: activators | 330,000 tested, 0.02% active;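 further: potency means the concentration at half of the fitted maximal effect; 0% = DMSO controls and full agonism = EC100 isoproterenol or metaproterenol; nearly all actives have a fitted effect of over 65% in size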
FBPA coupling cs: inhibits coupling enzyme system, counter-screen for aldolase hits; AID 2472; coupling enzyme system counterscreen, AmpLite Red fluorescence; activity change, negative = inhibition, % at 58.2 µM, hits read low; 290,000 tested, 0.67% active; in the data active means activity change below about -30%
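First, compound is pin-transferred into glyceraldehyde-3-phosphate coupling-enzyme reagent at 57.5 uM final and held 10 min at RT. Next, substrate, coupling system and AmpLite Red are added. After 20 min RT, fluorescence (525/598 nm) is read.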
Giardia kill: kills Giardia lamblia. Giardia lamblia trophozoite viability. activity change, % at 7.66 µM, hits read low. 340,000 tested, 0.15% active; in the data active means activity change below about -80%; inconclusive means between about -30% and that limit;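 further: parasites exposed to compound for two days anaerobically before the ATP read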
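ATP-content bioluminescence gauges trophozoite survival. Cells (100/well) receive compound and incubate anaerobically for 48 hrs at 37 deg C; detection reagent follows for 15-30 min at room temperature.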
GALK inhibitor: galactokinase (human) inhibition | 270,000 tested, 0.007% active | P51570 | Potency, µM (series often up to 57.5 µM), inactives show at the top dose activity change, negative = inhibition, hits mostly inhibitors | AID 1868 | Purified GALK, Kinase-Glo residual ATP luminescence; further: potency means the concentration at half of the fitted maximal effect
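5 nM enzyme, 35 uM ATP, 100 uM galactose, 20 mM HEPES pH8.0, 5 mM MgCl2; 1 h RT; residual ATP by Kinase-Glo Plus luminescence, qHTS format.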
PKM2 activator: PKM2 (human) enzyme activation; P14618; Potency, µM (titrated, usually from 57.5 µM), for the others: at the highest dose activation, actives largely listed as activators; purified PKM2, Kinase-Glo ATP luminescence, activation; response scale: 0% is enzyme alone, no compound; 260,000 tested, 0.34% active; AID 1631; further: potency means the concentration at half of the fitted maximal effect; nearly all actives have a fitted effect of over 55% in size
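hPK-M2, >95% pure; 0.1 mM ADP / 0.5 mM PEP final; imidazole pH7.2 buffer w/ 7 mM MgCl2, 50 mM KCl; 1 h RT; Kinase-Glo lum. Intermediate enzyme activity for dual inhibitor/activator qHTS.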
KCNH2 3.1 inh: inhibitors of human KCNH2 3.1 potassium channel isoform | U2OS KCNH2 3.1, thallium flux FluxOr; hits give low values | activity change, % (tested at about 1.8 µM) | 340,000 tested, 0.95% active | AID 720553;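 active means maximum activity change below -70%; inconclusive means maximum activity change from -70% to -50%; inactive means maximum activity change above -50%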;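 further: thallium influx rate constant from kinetic fluorescence after stimulation buffer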
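Thallium flux via FluxOr fluorescence (Red40 quencher, 45 min loading) in U2OS cells virally expressing the KCNH2 3.1 isoform (1.77 x 10^8 /mL virus, overnight at 37 C). Rate constants from 2-min kinetic reads post-stimulation, normalised to positive and negative controls.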
hERG WT inh: KCNH2 (human, wildtype) channel inhibition. Q12809. U2OS, BacMam KCNH2, thallium flux FluxOr; hits give low values. activity change, % at 1.84 µM. 340,000 tested, 0.37% active;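 active means maximum activity change below -70%; inconclusive means maximum activity change between -70% and -50%; inactive means maximum activity change above -50%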
Target sequence (Q12809 whole entry, looked up): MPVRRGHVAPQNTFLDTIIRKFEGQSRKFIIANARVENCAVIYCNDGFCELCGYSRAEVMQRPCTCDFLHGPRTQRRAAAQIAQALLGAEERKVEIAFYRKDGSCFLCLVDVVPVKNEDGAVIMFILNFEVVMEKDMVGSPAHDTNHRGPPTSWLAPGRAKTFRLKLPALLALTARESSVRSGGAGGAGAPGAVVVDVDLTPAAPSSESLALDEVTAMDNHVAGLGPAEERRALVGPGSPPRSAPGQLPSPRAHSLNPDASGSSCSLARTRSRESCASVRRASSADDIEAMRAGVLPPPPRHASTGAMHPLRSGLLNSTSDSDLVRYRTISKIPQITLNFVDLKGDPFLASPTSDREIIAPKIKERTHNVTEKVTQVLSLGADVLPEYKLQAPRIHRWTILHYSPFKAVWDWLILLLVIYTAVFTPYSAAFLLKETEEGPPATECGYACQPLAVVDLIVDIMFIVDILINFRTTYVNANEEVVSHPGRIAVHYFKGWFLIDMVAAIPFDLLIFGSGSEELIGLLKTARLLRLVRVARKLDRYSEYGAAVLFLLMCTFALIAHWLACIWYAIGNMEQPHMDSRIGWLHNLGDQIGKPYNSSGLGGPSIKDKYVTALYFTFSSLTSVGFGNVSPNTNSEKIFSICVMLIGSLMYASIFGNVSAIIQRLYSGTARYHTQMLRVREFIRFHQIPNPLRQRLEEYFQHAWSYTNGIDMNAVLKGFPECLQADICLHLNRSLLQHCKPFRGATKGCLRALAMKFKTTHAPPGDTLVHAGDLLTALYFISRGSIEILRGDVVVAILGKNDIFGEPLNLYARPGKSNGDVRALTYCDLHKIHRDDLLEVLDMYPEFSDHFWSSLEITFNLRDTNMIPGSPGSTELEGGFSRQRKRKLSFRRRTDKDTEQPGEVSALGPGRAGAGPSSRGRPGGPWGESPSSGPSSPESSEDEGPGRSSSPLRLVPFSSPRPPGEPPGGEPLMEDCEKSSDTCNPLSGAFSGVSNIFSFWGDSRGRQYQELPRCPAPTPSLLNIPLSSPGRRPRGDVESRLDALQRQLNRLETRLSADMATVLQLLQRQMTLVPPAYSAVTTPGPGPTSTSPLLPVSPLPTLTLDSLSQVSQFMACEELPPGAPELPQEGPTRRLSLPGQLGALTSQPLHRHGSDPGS
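U2OS cells were transduced with wild-type KCNH2 virus (2.03 x 10^8 / mL) for 4 h at room temperature, then cultured overnight at 37 C. Thallium flux was read with FluxOr dye. Rate constants were normalized to DMSO controls.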
USP2a block: USP2a (human) protease inhibition. Potency, µM (series often up to 38.3 µM), for inactives: at the top dose activity change, negative = inhibition, usual class: inhibitors. 330,000 tested, 0.01% active. O75604. USP2 core, Ub-CHOP2 coupled fluorogenic reporter, 485/531. AID 463254;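 further: potency means the concentration at half of the fitted maximal effect; plate controls were DMSO wells for no effect and full inhibition by NEM control for full effect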
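Cell-free coupled assay: 10nM USP2 core preincubated 30min RT with compound in Tris-HCl pH 8.0/CaCl2/CHAPS buffer, then 25nM Ub-CHOP2 and 25nM reporter substrate; fluorescence (Ex 485/Em 531) read after 60min RT, normalized to NEM inhibition, concentration-response curves fitted.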
BCR signal inh: chronic active BCR signaling inhibition | ABC-DLBCL IkBa-CBG/CBR reporter, luminescence ratio, 4 h | Potency, µM (doses to about 46.1 µM), without a hit: top-dose ratio change, negative = lower green/red ratio, most hits filed as inhibitors | 340,000 tested, 0.05% active; active means well fitted inhibition curve with a large enough effect in the signal ratio, with a control signal flat, not every such curve was filed as active; inconclusive means small, poorly fitted or top-dose-only effect, or effect the other way, or a change in a side signal; the % refers to the signal ratio;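 further: potency means the concentration at half of the fitted maximal effect; plate controls were basal doxycycline-induced cells for no effect and cells given 10 µM MG132 for full effect; MG132 reads +100%, hits lower the ratio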
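TMD8 human ABC-DLBCL cells with doxycycline-inducible IκBα–green luciferase fusion and unfused red luciferase, in 0.5% FBS medium; compounds up to 46 uM, 4 h at 37C. Green/red luminescence ratio, filter-overlap corrected, fitted to concentration-response curves.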
uPA surface inh: inhibitors of cell surface uPA generation. cell surface uPA generation assay, qHTS. Potency, µM (top dose mostly 38.3 µM), for the others: at the top dose activity change, negative = inhibition, actives largely listed as inhibitors. 330,000 tested, 0.31% active. AID 540303; active means well fitted inhibition curve with a large enough effect; inconclusive means small, poorly fitted or top-dose-only effect; inactive means no such curve, though single readings can be large or run the other way; tested in mouse RAW 264.7 cells; further: potency means the concentration at half of the fitted maximal effect; nearly all actives have a fitted effect of over 55% in size
Eya2 inh: blocks the phosphatase activity of human Eya2 | O00167 | recombinant Eya2, OMFP fluorescence dephosphorylation (OMFP is methylfluorescein phosphate) | Potency, µM (series often up to 76.9 µM), for inactives: at the highest dose activity, negative = inhibition, most hits filed as inhibitors | 330,000 tested, 0.006% active | AID 488837; further: potency means the concentration at half of the fitted maximal effect
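Eya2 protein (added as 0.2 uM solution) was preincubated with compound for 10 min at ambient temperature in 50 mM HEPES pH 7.5, 50 mM NaCl, 5 uM MgCl2, 0.05% BSA, 1 mM DTT. OMFP (added at 50 uM) then reacted 10 min; fluorescence read at 485/525 nm.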
* = called active by the depositor; ? = inconclusive; nt = no result given; [ ] = another dose, or the depositor's remark. Unless noted, the call rests on the fitted dose curve; in most records, active means well fitted curve in the direction sought with a large enough effect; inconclusive means small, poorly fitted or top-dose-only effect, or another doubt; inactive means no such curve, though single readings can be large; an effect the other way counts as inactive or inconclusive. Unless noted, on the % scale 0 is the no-effect control and ±100 the full control effect.

Values in the order: B2AR arrestin | FBPA coupling cs | Giardia kill | GALK inhibitor | PKM2 activator | KCNH2 3.1 inh | hERG WT inh | USP2a block | BCR signal inh | uPA surface inh | Eya2 inh
1	COc1ccc(-n2c(=S)[nH]c3cc(C(=O)NCc4ccccc4OC)ccc3c2=O)c(OC)c1
  -1.5% | 0 | 18 | 7% | -1% | 8 | 21 | 0% | 15% | 3% | 3%
2	CCOC(=O)NC(=O)C(=CNc1ccc(C)cc1)C(=O)NC(=O)OCC
  -0.3% | 2 | -22 | 3% | 0% | 0 | 5 | 3% | 4% | 8% | 6%
3	CCOCCCN1C(=O)CN(C2CCCCCC2)C(=O)C1c1ccc(OC)cc1 (stereo not given)
  -0.7% | nt | -5 | -3% | -2% | -23 | -25 | 0% | 1% | nt | -2%
4	CCN(CC(=O)Nc1ccc2c(c1)OCO2)CC(=O)Nc1ccccc1C(F)(F)F
  0.1% | nt | -30 | nt | nt | 5 | -1 | 2% | -1% | 12% | 19%
5	Oc1ccccc1-c1nc(N2CCN(Cc3ccccc3)CC2)c2ccccc2n1
  0.5% | 3 | 0 | 2% | -3% | -5 | 1 | 3% | 4% | 3% | 13%
6	NCCc1nnc(SCc2c(F)cccc2Cl)o1
  -0.1% | 0 | 0 | 10% | -1% | -27 | -7 | -1% | 2% | nt | 3%
7	COc1ccc(C2CC(c3ccccc3)=NN2C(=O)CN2CCN(Cc3ccccc3)CC2)cc1 (stereo not given)
  0.1% | 0 | -19 | 2% | -4% | -25 | 10 | 4% | ? | 11% | 12%
8	C[S+](CC[C@H](N)C(=O)O)C[C@H]1O[C@@H](n2cnc3c(N)ncnc32)[C@H](O)[C@@H]1O (stereo not given in full)
  -0.2% | nt | -23 | nt | nt | 22 | -10 | 1% | -13% | -5% | 13%
9	CN(C)C(=O)c1cc(C(=O)c2ccccc2)c[nH]1
  0.0% | 1 | 10 | -5% | nt | 9 | 5 | 3% | -3% | -2% | -13%
10	Cc1onc(-c2ccccc2Cl)c1C(=O)Nc1ccc(-c2cn3cccnc3n2)cc1
  -0.5% | 0 | 9 | 4% | -11% | 3 | -2 | -1% | 5% | 7% | 7%

Entries of single compounds from above.
Profile of C[S+](CC[C@H](N)C(=O)O)C[C@H]1O[C@@H](n2cnc3c(N)ncnc32)[C@H](O)[C@@H]1O (stereo not given in full) = B2AR arrestin: -0.2%; FBPA coupling cs: nt; Giardia kill: -23; GALK inhibitor: nt; PKM2 activator: nt; KCNH2 3.1 inh: 22; hERG WT inh: -10; USP2a block: 1%; BCR signal inh: -13%; uPA surface inh: -5%; Eya2 inh: 13%
Profile of COc1ccc(-n2c(=S)[nH]c3cc(C(=O)NCc4ccccc4OC)ccc3c2=O)c(OC)c1 = B2AR arrestin: -1.5%; FBPA coupling cs: 0; Giardia kill: 18; GALK inhibitor: 7%; PKM2 activator: -1%; KCNH2 3.1 inh: 8; hERG WT inh: 21; USP2a block: 0%; BCR signal inh: 15%; uPA surface inh: 3%; Eya2 inh: 3%
Profile of COc1ccc(C2CC(c3ccccc3)=NN2C(=O)CN2CCN(Cc3ccccc3)CC2)cc1 (stereo not given) = B2AR arrestin: 0.1%; FBPA coupling cs: 0; Giardia kill: -19; GALK inhibitor: 2%; PKM2 activator: -4%; KCNH2 3.1 inh: -25; hERG WT inh: 10; USP2a block: 4%; BCR signal inh: ?; uPA surface inh: 11%; Eya2 inh: 12%

Another view of part of the listing above.
8	C[S+](CC[C@H](N)C(=O)O)C[C@H]1O[C@@H](n2cnc3c(N)ncnc32)[C@H](O)[C@@H]1O (stereo not given in full)
3	CCOCCCN1C(=O)CN(C2CCCCCC2)C(=O)C1c1ccc(OC)cc1 (stereo not given)
4	CCN(CC(=O)Nc1ccc2c(c1)OCO2)CC(=O)Nc1ccccc1C(F)(F)F

screen / no. | 8 | 3 | 4
B2AR arrestin | -0.2% | -0.7% | 0.1%
FBPA coupling cs | nt | nt | nt
Giardia kill | -23 | -5 | -30
GALK inhibitor | nt | -3% | nt
PKM2 activator | nt | -2% | nt
KCNH2 3.1 inh | 22 | -23 | 5
hERG WT inh | -10 | -25 | -1
USP2a block | 1% | 0% | 2%
BCR signal inh | -13% | 1% | -1%
uPA surface inh | -5% | nt | 12%
Eya2 inh | 13% | -2% | 19%

Further entries follow.
Values in the order: B2AR arrestin | FBPA coupling cs | Giardia kill | GALK inhibitor | PKM2 activator | KCNH2 3.1 inh | hERG WT inh | USP2a block | BCR signal inh | uPA surface inh | Eya2 inh
11	CCOc1ccc(/C=N/NC(=O)C2CC2)c(OCC)c1
  -1.5% | nt | 19 | -2% | -1% | 2 | 2 | -1% | -1% | -1% | -3%
12	O=C(Cn1nc(-c2ccco2)ccc1=O)Nc1ccc(Br)cc1
  0.4% | 1 | 4 | 7% | -6%[0.46 µM] | -23 | -4 | 0% | 9% | 4% | -8%
13	COc1ccccc1C(O)Cc1nc2ccccc2n1C (stereo not given)
  0.9% | 0 | 9 | 1% | 4% | 30 | -3 | 4% | 8% | 2% | -9%
14	CCOc1ccc(NC(=O)C2CCCN(S(=O)(=O)c3cnc[nH]3)C2)cc1 (stereo not given)
  0.3% | 0 | -12 | nt | 2% | -3 | 10 | 1% | ? | 6% | -2%
15	CCOC(=O)N1CCC(NC(=O)CCc2nc(-c3ccc(C)cc3)no2)CC1
  -0.8% | -4 | 16 | 3% | -13% | nt | -11 | -2% | 1% | -2% | 1%
16	CN(CC(=O)Nc1ccccc1Sc1ccccc1)Cc1nc2ccccc2c(=O)[nH]1
  -0.7% | 1 | 5 | 0% | 2% | -22 | -26 | 0% | ? | 12% | 9%
17	CC(C)NC(=O)N(C)C[C@H]1Oc2ccc(NC(=O)Nc3ccccc3)cc2C(=O)N([C@H](C)CO)C[C@@H]1C
  0.3% | nt | 9 | nt | nt | 1 | -3 | 1% | 1% | -7% | 18%
18	Cc1ccc(OCC(=O)N/N=C/c2cn[nH]c2-c2ccc(Cl)c(Cl)c2)cc1
  0.3% | 0 | -5 | -2% | 5% | -38 | -7 | -1% | 2% | -5% | -31%
19	CCCCNC(=O)Nc1nnc(-c2ccccc2)o1
  -0.1% | -2 | 1 | -1% | -12% | -4 | -2 | 3% | ? | -6% | -7%
20	CC(NS(=O)(=O)c1ccccc1)C(=O)Nc1nccs1 (stereo not given)
  9.6% | 0 | -5 | 0% | -1% | 2 | 0 | 2% | -2% | 1% | -11%

Source: PubChem
